RTF Ca sens act – cardiac RTF calcium sensitization; P19429+P45379; IANBD-labeled TnC RTF fluorescence at EC20 calcium; 0% EC20 calcium, 100% full calcium; activation, % at 7.2 µM; 340,000 tested, 0.24% active;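 active = activation above the mean over all tested compounds plus 3 SD, cut at about 30% in these data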;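 also: rise in fluorescence read as greater calcium sensitivity of cardiac thin filaments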
Wnt act – Wnt/beta-catenin pathway activation | activation, % at 9.35 µM | Wnt/beta-catenin reporter cell assay, activator, plate reader | 300,000 tested, 1.2% active; in the data active = activation above about 30%, passing the limit was not always enough; inconclusive = no clear call, values can overlap the other calls;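 also: 0% = neutral control wells and 100% = positive control wells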
dFosB activator – enhances mouse delta FosB homodimer DNA binding. activation, % at 25 µM. purified delta FosB, TAMRA-CDK5 oligo fluorescence polarization; percent of positive-control signal above neutral wells. AID 493131. 340,000 tested, 0.99% active. P13346;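 active = mean activation above about 17%, with every replicate also reaching it, limit read from the data, passing the limit was not always enough; inconclusive = only one of the two conditions met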;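 also: fluorescence polarization rise as delta FosB binds a TAMRA Cdk5 AP-1 oligo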
Rtt109 Vps75 – inhibitors of Candida albicans Rtt109/Vps75 histone acetyltransferase; Q5AAJ8; purified Rtt109/Vps75, ThioGlo CoA-SH fluorescence, 4 h; 330,000 tested, 0.16% active; inhibition, % at 34.9 µM; AID 540336;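 active = inhibition of at least 50% in every replicate; inconclusive = best replicate reaches 50% inhibition but some replicates fall short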
PvdQ acylase – P. aeruginosa PvdQ acylase inhibition. AID 488965. inhibition, % at 10 µM. purified PvdQ acylase, fluorescence plate reader. 340,000 tested, 0.063% active; in the data active = inhibition above about 30%, passing the limit was not always enough; inconclusive = no clear call, values can overlap the other calls;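 also: 0% = vehicle neutral wells and 100% = reference inhibitor wells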
HTR5A ag – HTR5A agonism, opioid heterodimer counter-screen | P47898 | HTR5A agonist assay, luminescence, cell-based | activation, % at 9.3 µM | 340,000 tested, 0.61% active | AID 504692; in the data active = activation mostly above about 9.5%, no sharp cut-off; inactive = mostly below about 7.6%;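 also: 0% = cells with vehicle only and 100% = reference agonist; strong numbers were not always called active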
SR-BI DiI-HDL act – SR-BI HDL lipid transfer activation; CHO ldlA[mSR-BI] cells, DiI-HDL uptake fluorescence, 3 h; 100 = double the neutral-control signal; activation, % at 12.5 µM; 320,000 tested, 0.096% active;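 active = mean replicate activation of at least 60% and every replicate at or above 60%; inconclusive = mean or all-replicate condition met, but not both; inactive = mean below 60% and not all replicates reaching 60%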;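 also: 0% = median plate neutral-control signal and 100% = twice that signal; values of inactives mirror those of a sister screen read the other way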
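Assay system: LDL receptor-deficient CHO ldlA cells overexpressing murine SR-BI / Medium: BSA-supplemented, HEPES-buffered Ham's F12, pH 7.4 / Probe or stimulus: DiI-labelled HDL at 10 µg/mL final / Timing: compound with DiI-HDL co-incubation, 3 h at 37 °C / Technique: bottom-read cell fluorescence after medium removal, ex 550/em 595 nm / Measure: HDL uptake via cellular fluorescence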
SR-BI HDL uptake – blocks mouse SR-BI lipid uptake from DiI-HDL. ldlA[mSR-BI] CHO cells, DiI-HDL uptake fluorescence, 3 h. inhibition, % at 12.5 µM. Q61009. AID 488896. 320,000 tested, 0.96% active;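 active = mean replicate inhibition of at least 70% and a set share of replicates each scoring 70 or more; inconclusive = meets just one of the two criteria; inactive = fails both criteria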;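 also: 0% = median of neutral control wells and 100% = median of positive control wells; values of inactives mirror those of a sister screen read the other way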
Target sequence (Q61009 whole entry, looked up): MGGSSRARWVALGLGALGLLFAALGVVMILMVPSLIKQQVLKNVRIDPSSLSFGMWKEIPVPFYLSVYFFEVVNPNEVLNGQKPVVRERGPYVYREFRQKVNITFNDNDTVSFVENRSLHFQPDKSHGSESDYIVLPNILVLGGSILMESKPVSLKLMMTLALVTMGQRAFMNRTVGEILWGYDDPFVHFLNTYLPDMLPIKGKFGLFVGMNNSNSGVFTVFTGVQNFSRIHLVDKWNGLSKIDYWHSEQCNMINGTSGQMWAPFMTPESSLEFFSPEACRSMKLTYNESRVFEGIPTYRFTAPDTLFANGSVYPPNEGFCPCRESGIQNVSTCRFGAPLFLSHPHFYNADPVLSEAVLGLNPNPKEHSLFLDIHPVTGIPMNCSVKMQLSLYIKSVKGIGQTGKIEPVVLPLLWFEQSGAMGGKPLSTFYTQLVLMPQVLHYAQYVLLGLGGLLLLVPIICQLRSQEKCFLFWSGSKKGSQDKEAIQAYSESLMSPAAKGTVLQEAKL
CDK5 p35 inh – CDK5/p35 (human) kinase inhibition; Q00535+Q15078; Recombinant CDK5/p35, ADP-Glo luminescence, 60 min; inhibition, % at 10 µM; 330,000 tested, 0.01% active; AID 488839;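 active = highest replicate inhibition of at least 50% and at least 75% of replicates reaching 50%; inconclusive = only one of the two criteria met; inactive = both criteria failed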;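 also: plate controls were DMSO neutral control for no effect and GW8510 at 10 µM for full effect; many of its hits are not listed in these tables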
Target sequence (Q00535 whole entry, looked up): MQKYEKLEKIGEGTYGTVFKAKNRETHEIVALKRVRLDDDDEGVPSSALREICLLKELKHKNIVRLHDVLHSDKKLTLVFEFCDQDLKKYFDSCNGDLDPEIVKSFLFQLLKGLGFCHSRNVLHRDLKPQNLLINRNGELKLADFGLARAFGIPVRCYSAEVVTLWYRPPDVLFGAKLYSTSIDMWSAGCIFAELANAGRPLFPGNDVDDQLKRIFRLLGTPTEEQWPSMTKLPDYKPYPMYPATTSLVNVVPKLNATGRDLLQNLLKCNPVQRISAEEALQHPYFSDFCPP
Target sequence (Q15078 whole entry, looked up): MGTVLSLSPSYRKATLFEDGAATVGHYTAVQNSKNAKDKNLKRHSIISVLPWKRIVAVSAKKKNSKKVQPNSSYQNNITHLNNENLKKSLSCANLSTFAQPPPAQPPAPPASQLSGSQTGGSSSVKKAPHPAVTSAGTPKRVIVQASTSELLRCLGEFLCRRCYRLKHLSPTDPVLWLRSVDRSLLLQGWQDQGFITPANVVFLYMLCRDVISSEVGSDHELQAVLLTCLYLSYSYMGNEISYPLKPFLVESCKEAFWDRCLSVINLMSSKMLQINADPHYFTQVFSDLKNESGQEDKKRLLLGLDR
MITF act – MITF TRPM1 promoter activation in melanoma cells. SK-MEL-5 TRPM1-promoter luciferase, 24 h; % of positive control, neutral wells = 0. activation, % at 12.5 µM. 300,000 tested, 0.75% active. AID 588334;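 active = mean activation of at least 80% with every replicate also reaching 80%; inconclusive = mean reaches 80% but some replicate falls short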;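 also: 0% = neutral control wells and 100% = parthenolide positive control wells; values of inactives mirror those of a sister screen read the other way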
An asterisk follows results filed as active; ? = inconclusive; . = no result given.

SMILES | RTF Ca sens act | Wnt act | dFosB activator | Rtt109 Vps75 | PvdQ acylase | HTR5A ag | SR-BI DiI-HDL act | SR-BI HDL uptake | CDK5 p35 inh | MITF act
CC(C)C(NC(=O)c1ccc(F)cc1)C(=O)NC1(C)CCS(=O)(=O)C1 (configuration not stated) | 2 | -1 | 0 | 7 | -16 | -6 | 13 | -13 | -0.1 | 0
O=C(COC(=O)CCC(=O)c1cccs1)NCc1ccc(Cl)cc1 | -2 | 4 | -9 | 2 | -5 | -1 | 28 | -28 | 1.1 | -3
O=CN1CCN(C(=O)c2cc3cc(Cl)ccc3[nH]2)CC1 | 1 | -1 | 0 | 0 | -10 | 0 | 11 | -11 | 0.6 | .
CCC(C)[C@H](N)c1cn([C@@H](Cc2cc3ccccc3[nH]2)C(=O)N2CCNCC2)nn1 (some centres not stated) | 2 | 45* | ? | 25 | -10 | 2 | ? | -83 | -2.3 | -3
Nc1ccc2c(c1)Cc1cc(N)c(Cl)cc1-2 | -8 | -4 | -5 | 5 | 5 | 3 | -19 | 19 | 6.4 | 32
COc1cccc2cc(C(=O)Nc3cccc(C)n3)c(=O)oc12 | -2 | . | -2 | -5 | 23 | 2 | -5 | 5 | 0.1 | 7
CN(CC(=O)NCc1ccco1)S(=O)(=O)c1cccc2cccnc12 | 16 | -2 | -5 | 5 | -7 | 1 | 8 | -8 | -0.4 | -1
C#CCOCCOCCOCCNc1nc(N2CCN(C(=O)[C@H]([C@@H](C)O)n3cc(CCCCN)nn3)CC2)nc(N2CCN(C(=O)[C@H]([C@@H](C)CC)n3cc(CCCCN)nn3)CC2)n1 | -4 | -1 | 6 | -7 | -9 | -4 | 4 | -4 | 0.6 | -15
Cc1ccc(-c2c(C(=O)N/N=C/c3c[nH]c4ccccc34)nnn2-c2nonc2N)cc1 | 0 | 0 | 7 | 13 | 18 | 3 | -85 | 85* | 0.0 | -7
CC(=O)N(Cc1ccccc1)Cc1cn(CCC#N)nc1-c1cccc([N+](=O)[O-])c1 | 1 | 0 | -2 | -5 | -10 | -2 | -6 | 6 | -0.9 | -4
CCCCN(C(=S)NC(=O)c1cc(OC)c(OC)c(OC)c1)c1c(N)n(Cc2ccccc2)c(=O)[nH]c1=O | -1 | -1 | -9 | 20 | -1 | 0 | 11 | -11 | 0.3 | -3
CCOC(=O)N1CCN(C(=O)C2CCN(C(=O)Nc3ccccc3)CC2)CC1 | 1 | 2 | 0 | -18 | -10 | -2 | -74 | 74* | 0.8 | 11
COc1ccc(-c2nc(NC(=O)C3CC(=O)N(Cc4ccco4)C3)sc2C)cc1 (configuration not stated) | -1 | -1 | -7 | 4 | -7 | 3 | -50 | 50 | -0.6 | 3
CC(=O)C1=C(O)C(=O)N(c2ccc(O)cc2)C1c1cccc([N+](=O)[O-])c1 (configuration not stated) | -4 | 1 | -3 | 10 | 19 | 8 | 3 | -3 | 1.4 | 2
CC1(c2ccccc2)NC(=O)N(CC(=O)Nc2ccccc2N2CCCC2)C1=O (configuration not stated) | -8 | -2 | -6 | 2 | 3 | -4 | -18 | 18 | 0.9 | 1
CCc1cccc(OCC(=O)Nc2ccc(S(=O)(=O)Nc3ccccn3)cc2)c1 | 7 | -1 | -4 | 3 | -23 | 0 | -4 | 4 | 1.0 | 1
C=CCn1c(=O)[nH]c2cc(C(=O)N3CCN(c4cccc(Cl)c4)CC3)ccc2c1=O | -1 | . | -9 | -1 | -6 | -1 | 1 | -1 | -1.6 | .
COc1ccc(CNCc2ccc3c(c2)OCO3)cc1Br | -9 | 0 | 0 | 4 | 18 | -2 | 21 | -21 | 1.5 | 2
O=C(Nc1ccc([N+](=O)[O-])cc1)C(Cc1ccccc1)N1C(=O)c2cccc3cccc(c23)C1=O (configuration not stated) | 15 | -23 | -3 | -1 | -13 | -2 | -29 | 29 | -0.8 | -53
Cc1ccccc1Oc1nc(-c2ccccn2)nc2ccccc12 | 0 | 20 | -12 | 7 | -11 | -5 | -7 | 7 | 2.1 | 48
CC(Sc1nc(N)cc(=O)[nH]1)C(=O)NC1CCCCC1 (configuration not stated) | 4 | . | -1 | 0 | -6 | -3 | 13 | -13 | -0.3 | 7
COc1cc(C(=O)NC(C)c2cnn(-c3ccccc3C)c2C)cc(OC)c1OC (configuration not stated) | -9 | 5 | -6 | . | -10 | 3 | 12 | -12 | -2.6 | -5
COc1ccccc1-c1cc(C(=O)NCCCn2ccnc2)no1 | -1 | . | -20 | -4 | -12 | -3 | -35 | 35 | -1.0 | -1
Cc1ccccc1OCCOc1ccc([N+](=O)[O-])cc1/C=N/n1cnnc1 | 2 | -12 | ? | 2 | -11 | 0 | -35 | 35 | 0.6 | -19
Cc1ccc(NC(=O)Cc2ccc3c(c2)OCCO3)cc1S(=O)(=O)N1CCCCC1 | 12 | -4 | -9 | -3 | -11 | 5 | -31 | 31 | -3.1 | -9
(more compounds)
SMILES | RTF Ca sens act | Wnt act | dFosB activator | Rtt109 Vps75 | PvdQ acylase | HTR5A ag | SR-BI DiI-HDL act | SR-BI HDL uptake | CDK5 p35 inh | MITF act
CCOC(=O)CSc1nc(C(C)(C)C)nc2ccccc12 | 4 | 1 | -2 | -1 | -16 | 10 | -17 | 17 | 0.0 | 7
C=COCCNC(=O)Nc1ccc(Cl)c(Cl)c1 | -4 | 4 | -4 | -3 | -6 | -1 | 12 | -12 | 0.3 | -20
CSc1ccc(/C=N/NC(=O)c2ccc(C)c(C)c2)cc1 | 0 | 0 | 15 | -6 | -11 | 0 | 9 | -9 | 0.6 | 21
CCCn1cnc2c(Sc3c([N+](=O)[O-])ncn3C)nc(N)nc21 | 1 | -1 | 6 | -9 | -12 | 3 | 2 | -2 | 1.1 | 2
Clc1ccc(CSc2snnc2-c2ccccc2)cc1 | -3 | 19 | -8 | . | 8 | 1 | -7 | 7 | -0.4 | .
O=C(CNC(=O)c1ccccc1Cl)OCC(=O)N1CCc2ccccc21 | 1 | 2 | -10 | -4 | -8 | 0 | 20 | -20 | 0.1 | 29
COc1ccc(S(=O)(=O)N(CC(=O)NC2CC2)c2ccc(C)cc2)cc1 | 6 | -9 | -1 | 3 | -23 | -2 | 22 | -22 | 1.1 | 4
CCOc1ccc(/C=C(/NC(=O)c2ccccc2)C(=O)NCCC(=O)O)cc1 | -3 | 0 | -2 | 8 | 4 | 1 | -18 | 18 | 1.3 | -1
CCOc1ccc(N(C(C)C(=O)Nc2ccc(OC)cc2)S(C)(=O)=O)cc1 (configuration not stated) | -5 | . | -3 | 2 | -10 | 9 | -7 | 7 | -0.5 | 6
COc1cccc(CNC(=O)COC(=O)/C=C/c2ccc(SC)cc2)c1 | -1 | 0 | -2 | -3 | -18 | -1 | -12 | 12 | -11 | 0
CCCS(=O)(=O)N1CCN=C1SCc1ccc(C)cc1 | -3 | -5 | -3 | 2 | -11 | 2 | 15 | -15 | 0.9 | 5
CCN(c1ccc(OC)cc1)S(=O)(=O)c1ccc2c(c1)CCN2C(=O)CCC(=O)O | 0 | . | -5 | 27 | 1 | -4 | -4 | 4 | -1.7 | 13
NC(=O)CCn1c2ccccc2c2ccccc21 | 0 | -3 | 4 | 0 | -3 | -4 | 7 | -7 | 2.9 | 2
O=C(O)C1CCCN1C(=O)NC1CCCCC1 (configuration not stated) | -2 | 0 | -3 | -3 | -16 | 1 | 0 | 0 | -3.4 | -38
CCOC(=O)Cn1cc(/C=C(/C#N)C(=O)NC(C)C)c2ccccc21 | 3 | 3 | 4 | -4 | -9 | 1 | -37 | 37 | 1.6 | -8
CSCCC(NC(N)=O)C(=O)NCc1ccc(Cl)cc1 (configuration not stated) | 3 | -1 | 2 | -6 | 19 | -3 | -15 | 15 | -1.0 | 3
CCCCC(=O)NC(Nc1cc(C)ccn1)(C(=O)OCC)C(F)(F)F (configuration not stated) | 0 | . | 2 | 1 | -15 | -6 | 16 | -16 | 0.6 | -9
Cc1cc(C)cc(NC(=O)/C(C#N)=C/c2cn(CC(=O)NCc3ccco3)c3ccccc23)c1 | 9 | . | 33* | 23 | 7 | 1 | -43 | 43 | 0.2 | -84
Cc1ccc(OCCNC(=O)CN2C(=O)NC3(CCCC3)C2=O)cc1 | -3 | 0 | 5 | 2 | 8 | -3 | 45 | -45 | 0.9 | 1
CCN=C(NCC)SC1CC(=O)N(c2cccc(OCC)c2)C1=O (configuration not stated) | -6 | . | -2 | 20 | 5 | -6 | -29 | 29 | -1.9 | 8
Cc1onc(-c2ccccc2)c1C(=O)NCCSCc1ccco1 | 1 | 0 | 0 | 8 | 1 | -4 | -10 | 10 | 1.3 | -14
O=C(OCC(=O)N1CCN(c2ccccc2)CC1)C1CCCN1S(=O)(=O)c1ccc(Cl)cc1 (configuration not stated) | 4 | 2 | -6 | 4 | -12 | 4 | 22 | -22 | -0.3 | 0
CCOC(=O)C1CCN(C(=O)CCNC(=O)c2cc(OC)c(OC)c(OC)c2)CC1 | -8 | 4 | 6 | -3 | -1 | 0 | -12 | 12 | 1.1 | -1
COCCn1cnc2c1c(=O)n(Cc1cc(C(C)=O)ccc1OC)c(=O)n2Cc1ccccc1 | -5 | -1 | -16 | 6 | -10 | 4 | . | . | -2.1 | 2
CCOC(=O)N1CCN(C2CC(=O)N(c3ccccc3)C2=O)CC1 (configuration not stated) | 0 | 0 | -3 | -6 | -16 | -4 | 15 | -15 | -2.5 | -4
COc1ccccc1OCC(=O)Nc1ccccc1C(=O)N1CCCCC1 | 1 | 0 | -3 | 0 | 1 | -1 | 14 | -14 | -0.4 | 3
CC(OC(=O)CCN=C1NS(=O)(=O)c2ccccc21)C(=O)N(C)C1CCCCC1 (configuration not stated) | 7 | -1 | -5 | 2 | -12 | -3 | 14 | -14 | 0.8 | -3
CCOC(=O)/C(C#N)=C/Nc1cc(F)ccc1C | 2 | 0 | -4 | -14 | -10 | 4 | -5 | 5 | -1.5 | .
CN(C)CCCNC(=O)c1cc(C(=O)c2ccc(F)cc2)c[nH]1 | 4 | -2 | 3 | -1 | -12 | -5 | 11 | -11 | -0.9 | -1
Cc1nsc(Nc2ccccc2)c1C#N | 7 | -1 | -5 | 4 | -5 | 2 | 1 | -1 | 1.8 | -6

Reformatted: three of the compounds above.
| Structure | RTF Ca sens act | Wnt act | dFosB activator | Rtt109 Vps75 | PvdQ acylase | HTR5A ag | SR-BI DiI-HDL act | SR-BI HDL uptake | CDK5 p35 inh | MITF act |
| --- | --- | --- | --- | --- | --- | --- | --- | --- | --- | --- |
| CCOc1ccc(/C=C(/NC(=O)c2ccccc2)C(=O)NCCC(=O)O)cc1 | -3 | 0 | -2 | 8 | 4 | 1 | -18 | 18 | 1.3 | -1 |
| O=C(O)C1CCCN1C(=O)NC1CCCCC1 (configuration not stated) | -2 | 0 | -3 | -3 | -16 | 1 | 0 | 0 | -3.4 | -38 |
| COc1ccccc1OCC(=O)Nc1ccccc1C(=O)N1CCCCC1 | 1 | 0 | -3 | 0 | 1 | -1 | 14 | -14 | -0.4 | 3 |

Bioassay records: PubChem BioAssay, several laboratories
